Screens deposited in PubChem BioAssay by The Scripps Research Institute Molecular Screening Center.
GPR151 ag: human GPR151 activation; Q8TDV0; PathHunter beta-arrestin GPR151 cells, luminescence; activation, % at 11.2 µM; hit rate 1% among 650,000; in the data active = activation above about 4.9%;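 also: 0% = median of compound wells and 100% = cells with positive control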
MITF inh: human MITF inhibition, primary screen; O75030; AlphaScreen MITF homodimerization, bead proximity signal; inhibition, % at 2.6 µM; hit rate 0.91% among 650,000; AID 1259374; in the data active = inhibition above about 50%;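 also: 0% = vehicle wells with protein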
FBW7 activator: activators of human E3 ligase FBW7; Q969H0; AlphaScreen FBW7–phospho-cyclin E peptide binding, activator screen; normalized activity (activation), % at 26.1 µM; hit rate 0.13% among 650,000; AID 1259310; in the data active = normalized activity above about 1.9%;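 also: purified mutant Fbw7 with reduced substrate affinity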
Target sequence (Q969H0 whole entry, looked up): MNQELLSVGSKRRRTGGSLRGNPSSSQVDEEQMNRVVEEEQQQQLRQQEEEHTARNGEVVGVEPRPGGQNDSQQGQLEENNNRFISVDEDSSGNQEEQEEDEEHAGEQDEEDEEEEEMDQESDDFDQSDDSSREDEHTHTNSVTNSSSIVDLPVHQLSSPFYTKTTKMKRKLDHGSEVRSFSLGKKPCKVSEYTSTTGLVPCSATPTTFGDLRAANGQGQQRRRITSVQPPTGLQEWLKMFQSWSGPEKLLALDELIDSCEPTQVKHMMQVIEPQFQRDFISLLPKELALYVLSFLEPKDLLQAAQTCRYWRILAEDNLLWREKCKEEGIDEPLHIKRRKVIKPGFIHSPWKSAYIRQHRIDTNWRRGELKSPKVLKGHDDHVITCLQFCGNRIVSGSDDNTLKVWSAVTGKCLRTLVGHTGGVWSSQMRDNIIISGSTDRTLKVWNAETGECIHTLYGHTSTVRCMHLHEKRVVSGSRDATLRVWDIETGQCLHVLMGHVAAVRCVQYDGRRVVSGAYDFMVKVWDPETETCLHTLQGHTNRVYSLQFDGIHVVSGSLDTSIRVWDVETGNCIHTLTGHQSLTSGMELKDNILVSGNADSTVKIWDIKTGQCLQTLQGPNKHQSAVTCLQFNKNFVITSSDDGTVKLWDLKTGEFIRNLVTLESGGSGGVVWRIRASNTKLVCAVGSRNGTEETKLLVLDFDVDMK
TEAD-YAP block: TEAD-YAP interaction inhibition; HEK-TIYL cells, TEAD-Gal4/YAP UAS-luciferase luminescence; inhibition, % at 9.12 µM; hit rate 1.4% among 640,000; AID 1259422; in the data active = inhibition above about 32%;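 also: 0% = median of test compound wells and 100% = reference inhibitor wells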
* hit, by the source's call; nt = not tested or not shown.

SMILES	GPR151 ag	MITF inh	FBW7 activator	TEAD-YAP block
CC(C)c1ccc(NC(=O)C(c2ccccc2)N(C)C)cc1 (configuration not stated)	2.0	-1	0.1	2
O=C(O)COc1ccccc1/C=N\NC(=O)c1n[nH]c2c1CCCC2	-3.4	-14	0.1	-19
Cc1ncc(CO)c2cc(C(=O)Nc3ccc(I)cc3)c(=O)oc12	-0.2	10	0.6	-2
O=S(=O)(Cc1ccccc1)NCC1CCCN(Cc2cn[nH]c2-c2ccccc2)C1 (configuration not stated)	0.5	-1	-0.1	-4
COC(=O)C1=C(C)N=C2SCCC(=O)N2C1c1ccc(OC(=O)c2ccco2)cc1 (configuration not stated)	2.5	-2	-0.2	6
CC(C)c1ccc(NC(=O)c2cc(S(=O)(=O)N3CCC(Cc4ccccc4)CC3)ccc2F)cc1	-0.2	-1	-0.1	-1
COc1cc(NC(=O)CSc2nnnn2-c2ccc(OC)c(OC)c2)cc(OC)c1	5.0*	1	-0.1	3
O=C(CCN1Cc2ccccc2OC(c2ccccc2)C1)NCCc1ccco1 (configuration not stated)	-1.5	-7	-0.2	15
CCOC(=O)N1CCN(c2cc(NCCO)c([N+](=O)[O-])c3nonc23)CC1	-0.4	-4	0.0	-4
CC(O)CNCc1ccccc1C(F)(F)F (configuration not stated)	-0.6	-4	0.1	-8
COc1ccc(OC)c(NS(=O)(=O)c2ccc(C(C)(C)C)cc2)c1	0.6	15	0.1	7
COc1ccc(-c2noc(-c3cc(Cl)ccc3OC)n2)cc1	-0.3	10	0.0	2
Nc1ncnc(Oc2ccc(Cl)cc2Cl)c1[N+](=O)[O-]	0.3	-20	0.0	4
CC(C)CCN1CCc2nc(COc3ccccc3)c3c(c2C1)CO[C@@H](C)C3	0.1	2	-0.1	nt
COCCNC(=O)c1cn2ccsc2n1	-0.4	22	0.6	2
Cn1cccc1CN(Cc1cccs1)C(=O)/C=C/c1ccccc1Cl	2.5	11	-0.1	-2
O=C1[C@@H]2CCCN2C(=O)[C@H]2CN(CCc3ccccc3)CCN12	3.3	-24	0.0	-5
CN1CCN(C(CNS(=O)(=O)c2ccccc2F)c2ccc(N(C)C)cc2)CC1 (configuration not stated)	1.5	18	-0.1	0
CCN(Cc1ccccc1)C(=O)C1c2ccccc2Oc2ccccc21	2.6	-1	-0.1	2
CN(c1ccc(Br)cc1)S(=O)(=O)c1cccc2cccnc12	3.6	-5	0.0	2
Cc1ccc2cc(C#N)c(SCC(=O)N3CCOCC3)nc2c1C	0.1	2	0.1	-12
O=C(Nc1ccccc1)N1CCC(NC(=O)C23CC4CC(CC(C4)C2)C3)CC1	0.1	0	-0.1	0
N#Cc1ccc(-c2csc(NC(=O)/C=C/c3ccccc3)n2)cc1	0.7	2	0.3	-5
CCn1c(CNC(=O)c2cccs2)nnc1SCC(=O)NO	-1.4	-1	-0.1	-6
CC(C)(C)c1ccc(C(=O)OCC(=O)Nc2sccc2C(N)=O)cc1	2.8	5	-0.2	3
O=C(CSc1nc2ccccc2n1S(=O)(=O)c1cccc([N+](=O)[O-])c1)NCc1ccccc1	-1.3	-1	0.0	-9
Cc1cc(C)cc(C(=O)NCC(=O)NNC(=O)CSc2ccccc2F)c1	0.7	8	0.2	11
Oc1ccc(CCNC(=S)Nc2ccccc2)cc1	-0.1	17	0.7	19
c1ccc(CNc2nc(Nc3ccc4ncccc4c3)nc3c2ncn3-c2ccsc2)cc1	-1.9	2	-0.1	12
NC(=O)NC(=O)COC(=O)c1ccc(N2C(=O)c3cccc4cccc(c34)C2=O)cc1	0.3	-12	0.0	0
CCC1(C)OC(=O)N(CCO)C1(C)O (configuration not stated)	-0.8	3	0.1	-2
Cc1ccnc(-n2cccc2CNc2n[nH]c3nc(C)cc(C)c23)c1	-0.7	-14	-0.1	14
CSc1ccccc1NC(=O)CC1Nc2cc(C)c(C)cc2NC1=O (configuration not stated)	2.0	2	0.0	12
CC(C)CSc1nc(N2CCOCC2)c2c(c1C#N)CC(C)(C)OC2	-0.7	8	0.0	-6
N#C/C(=C/c1cccc([N+](=O)[O-])c1)c1ccc(F)cc1	0.4	19	0.2	5
COc1ccccc1C(=O)NNC(=O)c1ccc(O)cc1	0.1	1	0.1	8
Cc1cccc(NC(=O)COc2ccc(Cl)cc2)n1	-0.4	6	0.1	-17
CC1=CC2=NC(=O)CC(C)(C(=O)N(CC(=O)NC(C)(C)C)C3CCCC3)N2C=C1 (configuration not stated)	-0.1	-3	0.0	3
C=CCNC(=S)Nc1cc(Cl)ccc1OC	0.6	-5	0.0	-1
CS(=O)(=O)Nc1cc(CNCc2ccsc2)cc(C(=O)Nc2ccccc2)c1	1.0	-28	0.0	9
Cc1cccc(C(=O)Nc2ccc(C(=O)N/N=C/c3ccccc3O)cc2)c1	1.3	15	0.0	16
C/C(CC(=O)Nc1ccc(Nc2ccccc2)cc1)=N\NC(=O)c1ccoc1C	-8.3	-1	-0.1	-31
O=C(COc1ccc(Br)cc1)Nc1ccc(F)cc1	0.0	-4	0.0	-9
Nc1nonc1C(=O)NCCNC(=O)c1ccc(Cl)cc1	0.0	0	0.0	0
Cc1cc(C)cc(CC(CC(=O)O)C(=O)Nc2cccc(C(F)(F)F)c2)c1 (configuration not stated)	0.5	-6	0.1	-2
CCOC(=O)c1sc(NC(=O)c2ccc(-c3ccccc3[N+](=O)[O-])o2)nc1C	2.7	4	-0.2	0
COc1ccc(NC(=O)CN2CCN(c3ccccc3OC)CC2)c([N+](=O)[O-])c1	1.7	2	-0.3	10
CCSCCOC(=O)C1=C(C)NC2=C(C(=O)C(C(=O)OC)C(C)C2)C1c1ccc(Br)cc1 (configuration not stated)	0.3	-9	0.2	4
CCOC(=O)COc1ccc(C=C2C(=O)NC(=O)NC2=O)cc1	0.4	-7	-0.9	9
Cc1cc(Cl)ccc1OCC(=O)n1cnnc1N	1.0	-4	-0.3	-12
CCCOc1cccc(C(=O)Nc2cccc(-c3nc4ccccc4[nH]3)c2)c1	0.5	2	-0.1	-2
Cc1nc(NC(=O)CSc2nnnn2Cc2ccccc2)sc1C	-0.2	9	-0.1	-5
COc1cc(OC)c(/C=N/N2CCN(Cc3ccccc3)CC2)c(OC)c1	0.9	20	0.5	-1
C=CC(C1=CC(=O)C(OC)=CC1=O)c1ccc(OC)cc1 (configuration not stated)	0.8	20	0.6	-14
Cc1cc(C(F)(F)F)nn1CC(=O)Nc1sc2c(c1C(N)=O)CCC(C(C)(C)C)C2 (configuration not stated)	-0.7	12	1.6	11
CCN(CC)C(=O)N1CCN(c2ccc(N)cc2)CC1	-0.3	24	0.5	17
CCOC(=O)c1c(C)c(-c2ccccc2)n(CC(=O)N(CC)CC)c1C	1.2	13	0.0	-3
Cc1cn2c3c(=O)n(C)c(=O)n(C)c3nc2n1Cc1ccccc1F	-0.9	-13	-0.3	7
CCn1c(=S)ccc2cc(C)ccc21	2.8	18	0.0	-10
CC(C)C(=O)N=c1c(C#N)cc2c(=O)n3ccccc3nc2n1Cc1ccccc1	0.6	-10	-0.2	1
(cont.)
SMILES	GPR151 ag	MITF inh	FBW7 activator	TEAD-YAP block
CCOC(=O)C1=C(C)N=c2s/c(=C\c3ccc(-c4cc(C(=O)O)ccc4Cl)o3)c(=O)n2C1c1ccc2c(c1)OCO2 (configuration not stated)	0.1	-9	-0.2	-1
CCc1ccc(-n2nc3ccc(NC(=O)c4ccc(Br)cc4)cc3n2)cc1	0.9	13	0.1	-2
CCc1ccc(Nc2nc(-c3ccccn3)cs2)cc1	-3.4	14	-0.5	40*
CN(C)CCN1C(=O)CC(CC(=O)N(C)C2CCN(C)CC2)(c2cccc(F)c2)C1=O (configuration not stated)	0.7	5	0.1	-4
O=C1N[C@@H](CO)C(=O)N2CCN(Cc3ccc4ncccc4c3)C[C@H]12	0.4	-1	-0.2	0
O=C(O)Cc1cc(=O)n(-c2ccccn2)[nH]1	-0.9	117*	-0.6	-4
Cc1ccc(S(=O)(=O)N2CCc3nc(-c4ccccc4)c4c(c3C2)CO[C@@H](C)C4)cc1	2.7	-27	0.0	nt
CCCCn1c(SCC(=O)N2CCc3ccccc32)nc2c1c(=O)n(C)c(=O)n2C	-1.2	12	0.2	9
CN1C=CC2=C(C#N)C(N)C(C#N)(C#N)C(c3ccccc3Cl)C2C1 (configuration not stated)	-0.6	15	0.5	6
O=C(CSc1nnc(-c2cccc(O)c2)o1)Nc1ccc(Cl)c([N+](=O)[O-])c1	-1.0	-10	-0.1	-8
Cc1cc(NC(=O)Cn2ncn3cccc3c2=O)ccc1Br	1.6	-1	0.0	-2
O=C(NCCOc1ccccc1)c1cccc(Nc2ccccc2)c1	0.3	-14	0.2	-63
CNC(=O)CN(C)S(=O)(=O)c1ccc(C)cc1	0.1	4	-0.1	1
O=C(CC1S/C(=N/N=C/c2ccco2)NC1=O)c1cccs1 (configuration not stated)	-0.2	15	0.4	-1
CC(NC(=O)CC(C(=O)N1CCc2ccccc21)n1ccnc1)C12CC3CC(CC(C3)C1)C2 (configuration not stated)	0.2	-5	-0.3	-5
CC(C)Oc1ccc(/C=N/NC(=O)C(=O)N2CCCC2)cc1	0.6	0	0.1	-4
CCCCOc1ccc(N2C(=O)CC(N(C)CCc3ccc(OC)c(OC)c3)C2=O)cc1 (configuration not stated)	-1.3	6	0.1	5
Cc1ccccc1-c1nc2cc(NC(=O)c3cccc(Cl)c3Cl)ccc2o1	-0.5	2	0.6	-17
COc1ccc(CNc2nc(SCC(=O)c3ccc(Cl)cc3)nc3ccccc23)cc1	0.0	8	0.1	4
COc1ccc(/C=C/C(=O)NNC(=O)c2cc(C)[nH]n2)cc1OC	-1.6	13	0.0	9
O=C(CSCC(=O)Nc1cccc(C(F)(F)F)c1)Nc1ccccc1	0.4	8	-0.1	-8

Given with bars between the fields: 16 of the compounds above
SMILES | GPR151 ag | MITF inh | FBW7 activator | TEAD-YAP block
Cc1cn2c3c(=O)n(C)c(=O)n(C)c3nc2n1Cc1ccccc1F | -0.9 | -13 | -0.3 | 7
CCn1c(=S)ccc2cc(C)ccc21 | 2.8 | 18 | 0.0 | -10
CC(C)C(=O)N=c1c(C#N)cc2c(=O)n3ccccc3nc2n1Cc1ccccc1 | 0.6 | -10 | -0.2 | 1
CCOC(=O)C1=C(C)N=c2s/c(=C\c3ccc(-c4cc(C(=O)O)ccc4Cl)o3)c(=O)n2C1c1ccc2c(c1)OCO2 (configuration not stated) | 0.1 | -9 | -0.2 | -1
CCc1ccc(-n2nc3ccc(NC(=O)c4ccc(Br)cc4)cc3n2)cc1 | 0.9 | 13 | 0.1 | -2
CCc1ccc(Nc2nc(-c3ccccn3)cs2)cc1 | -3.4 | 14 | -0.5 | 40*
CN(C)CCN1C(=O)CC(CC(=O)N(C)C2CCN(C)CC2)(c2cccc(F)c2)C1=O (configuration not stated) | 0.7 | 5 | 0.1 | -4
O=C1N[C@@H](CO)C(=O)N2CCN(Cc3ccc4ncccc4c3)C[C@H]12 | 0.4 | -1 | -0.2 | 0
O=C(O)Cc1cc(=O)n(-c2ccccn2)[nH]1 | -0.9 | 117* | -0.6 | -4
Cc1ccc(S(=O)(=O)N2CCc3nc(-c4ccccc4)c4c(c3C2)CO[C@@H](C)C4)cc1 | 2.7 | -27 | 0.0 | nt
CCCCn1c(SCC(=O)N2CCc3ccccc32)nc2c1c(=O)n(C)c(=O)n2C | -1.2 | 12 | 0.2 | 9
CN1C=CC2=C(C#N)C(N)C(C#N)(C#N)C(c3ccccc3Cl)C2C1 (configuration not stated) | -0.6 | 15 | 0.5 | 6
O=C(CSc1nnc(-c2cccc(O)c2)o1)Nc1ccc(Cl)c([N+](=O)[O-])c1 | -1.0 | -10 | -0.1 | -8
Cc1cc(NC(=O)Cn2ncn3cccc3c2=O)ccc1Br | 1.6 | -1 | 0.0 | -2
O=C(NCCOc1ccccc1)c1cccc(Nc2ccccc2)c1 | 0.3 | -14 | 0.2 | -63
CNC(=O)CN(C)S(=O)(=O)c1ccc(C)cc1 | 0.1 | 4 | -0.1 | 1
